BRCA1 expr act – increases BRCA1 expression | MCF7-BRCA1-FFLuc reporter, luminescence, 48 h; response scale: scaled: vehicle 0%, 10 µM genistein 100% | Potency, µM (top dose mostly 46.1 µM), for inactives: top-dose activation, actives largely listed as activators | 380,000 compounds, 1.1% hits | AID 624202; also: potency is read from the fitted curve at half-maximal effect; nearly all actives have a fitted effect of over 80% in size; some results filed as inactive show a strong effect at the top dose
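Compounds are tested at multiple concentrations on MCF7 BRCA1-luciferase reporter cells seeded at 2000 per well; after 48 h, a single luminescence end-point is taken and curves fitted to the normalized data.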
PKM2 activator – PKM2 (human) enzyme activation. P14618. Potency, µM (doses to about 57.5 µM), without a hit: top-dose activation, hits mostly activators. purified PKM2, Kinase-Glo ATP luminescence, activation; response scale: 0% is enzyme alone, no compound. 260,000 compounds, 0.34% hits; also: potency is read from the fitted curve at half-maximal effect; % is scaled to controls: 0 for no effect and ±100 for the full control effect; nearly all actives have a fitted effect of over 55% in size
Target sequence (P14618 whole entry, looked up): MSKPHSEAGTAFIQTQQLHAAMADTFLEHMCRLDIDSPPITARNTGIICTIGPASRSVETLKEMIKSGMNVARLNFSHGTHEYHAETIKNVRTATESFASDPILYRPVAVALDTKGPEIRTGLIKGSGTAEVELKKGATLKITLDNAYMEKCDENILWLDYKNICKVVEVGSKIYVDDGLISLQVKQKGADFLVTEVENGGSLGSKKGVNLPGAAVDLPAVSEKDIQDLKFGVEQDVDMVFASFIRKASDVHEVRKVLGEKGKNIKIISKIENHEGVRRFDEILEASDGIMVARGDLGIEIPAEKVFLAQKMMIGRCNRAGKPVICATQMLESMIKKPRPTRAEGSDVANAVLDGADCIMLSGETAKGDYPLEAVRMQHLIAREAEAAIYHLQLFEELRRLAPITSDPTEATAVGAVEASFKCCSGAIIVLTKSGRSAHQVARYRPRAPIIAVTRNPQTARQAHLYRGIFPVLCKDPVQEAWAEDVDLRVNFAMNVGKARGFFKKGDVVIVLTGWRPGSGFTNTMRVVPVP
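Purified hPK-M2 (>95% pure) converted ADP (0.1 mM final) to ATP with 0.5 mM PEP in 50 mM imidazole pH7.2, KCl, MgCl2, Tween 20, BSA; 1 h at room temperature. ATP detected by Kinase-Glo luminescence.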
NPC1 prom act – activators of NPC1 promoter; Huh7 NPC1 promoter luciferase reporter, 24 h; Potency, µM (series often up to 9.22 µM), without a hit: at the top dose activation, most hits filed as activators; 320,000 compounds, 2.4% hits; AID 485313;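 also: potency is read from the fitted curve at half-maximal effect; % of control where 0% means no effect; nearly all actives have a fitted effect of over 60% in size; reporter is driven by a mutant NPC1 promoter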
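Stably transfected Huh7 (NPC1 promoter→luciferase), 1500 cells/well in Opti-MEM + 10% FBS, 2 h settle, then compound 24 h at 37 °C. Luminescence after 10 min with Amplite reagent.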
Giardia kill – Giardia lamblia killing. Giardia lamblia trophozoite viability. activity change, % at 7.66 µM, hits read low. 340,000 compounds, 0.15% hits; in the data active = activity change below about -80%; inconclusive = between about -30% and that limit;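 also: parasites exposed to compound for two days anaerobically before the ATP read; % is scaled to controls: 0 for no effect and ±100 for the full control effect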
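Trophozoites 100 cells/well + cpd; 48 hrs, 37 deg C, anaerobic. ATPLite 1-Step added, 15-30 min RT, luminescence read (ATP-based viability).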
ELG1 genotox – genotoxicity induction in ELG1-luciferase HEK293T cells; HEK293T ELG1-luciferase reporter, luminescence, 16 h; Potency, µM (series often up to 46 µM), without a hit: at the highest dose activity change, positive = activation, most hits filed as activators; 330,000 compounds, 1.3% hits; also: potency is read from the fitted curve at half-maximal effect; % of control where 0% means no effect; nearly all actives have a fitted effect of over 60% in size
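Cells (2,000/well) expressing the ELG1-luciferase fusion are dosed by pin tool and kept 16 hr at 37 °C, 5% CO2. Signal comes from ONE-Glo luciferase reagent after 30 min at room temperature.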
VP16 counter – Gal4-VP16 reporter inhibition counter-screen; Drosophila S2 Gal4-VP16 UAS-luciferase, luminescence, 20 h; Potency, µM (doses to about 53.6 µM), for the others: at the top dose activity, negative = inhibition, usual class: inhibitors; 310,000 compounds, 3.5% hits; AID 2546;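 also: Gal4-VP16 expression switched on by copper sulfate through the metallothionein promoter; potency is read from the fitted curve at half-maximal effect; % is scaled to controls: 0 for no effect and ±100 for the full control effect; nearly all actives have a fitted effect of over 50% in size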
FLuc modulator – counter-screen for miR-21 project: firefly luciferase inhibitors or activators | P08659 | purified FLuc, Km substrates, luminescence inhibition | Potency, µM (doses to about 57.5 µM), for the others: at the top dose activity change, negative = inhibition, actives largely listed as inhibitors | 360,000 compounds, 6.9% hits | AID 588342;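 also: potency is read from the fitted curve at half-maximal effect; plate controls were vehicle for no effect and reference inhibitor for full effect; nearly all actives have a fitted effect of over 55% in size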
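Purified P. pyralis luciferase, 10 nM final, with Km-level 10 uM D-luciferin and 10 uM ATP in 50 mM Tris acetate pH 7.5, 10 mM Mg acetate, 0.01% Tween-20, 0.05% BSA; 6-point qHTS titration about 60 µM downward; luminescence read.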
p53 reactivator – restores transcriptional activity of mutant p53; H1299 p53-A138V BP100-luciferase reporter, luminescence, 24 h; Potency, µM (top dose mostly 92.2 µM), for inactives: top-dose activity change, positive = activation, hits mostly activators; 320,000 compounds, 0.063% hits; AID 504706; also: potency is read from the fitted curve at half-maximal effect; % of control where 0% means no effect; nearly all actives have a fitted effect of over 45% in size
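p53-null H1299 cells stably carrying temperature-sensitive p53-A138V and a BP100-luciferase reporter were pinned with compounds (4-point, 1:5 series) and held 24 hrs at 37 deg C. Luminescence was read 10 min after detection reagent.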
Menin MLL FP TR – menin-MLL binding inhibition, Texas Red mutant peptide | O00255 | Menin + Texas Red MLL mutant peptide, fluorescence polarization | Potency, µM (titrated, usually from 61.6 µM), inactives show top-dose FP activity change, negative = inhibition, most hits filed as inhibitors | 270,000 compounds, 0.23% hits; active = well fitted inhibition curve with a large enough effect in the polarisation, with a control signal flat, not every such curve was filed as active; inconclusive = small, poorly fitted or top-dose-only effect, or effect the other way, or a change in a side signal; inactive = no such curve, though single readings can be large or run the other way; the % refers to the polarisation; also: potency is read from the fitted curve at half-maximal effect; % of control where 0% means no effect; many of its hits are not listed in these tables
RORgamma inh – inhibitors of mouse ROR gamma transcriptional activity; P51450; Drosophila S2 Gal4-RORgamma UAS-luciferase reporter, 20 h; Potency, µM (top dose mostly 53.6 µM), inactives show top-dose activity change, negative = inhibition, most hits filed as inhibitors; 310,000 compounds, 5.4% hits; also: potency is read from the fitted curve at half-maximal effect; % is scaled to controls: 0 for no effect and ±100 for the full control effect; nearly all actives have a fitted effect of over 60% in size
Target sequence (P51450 whole entry, looked up, the tested form may be a part): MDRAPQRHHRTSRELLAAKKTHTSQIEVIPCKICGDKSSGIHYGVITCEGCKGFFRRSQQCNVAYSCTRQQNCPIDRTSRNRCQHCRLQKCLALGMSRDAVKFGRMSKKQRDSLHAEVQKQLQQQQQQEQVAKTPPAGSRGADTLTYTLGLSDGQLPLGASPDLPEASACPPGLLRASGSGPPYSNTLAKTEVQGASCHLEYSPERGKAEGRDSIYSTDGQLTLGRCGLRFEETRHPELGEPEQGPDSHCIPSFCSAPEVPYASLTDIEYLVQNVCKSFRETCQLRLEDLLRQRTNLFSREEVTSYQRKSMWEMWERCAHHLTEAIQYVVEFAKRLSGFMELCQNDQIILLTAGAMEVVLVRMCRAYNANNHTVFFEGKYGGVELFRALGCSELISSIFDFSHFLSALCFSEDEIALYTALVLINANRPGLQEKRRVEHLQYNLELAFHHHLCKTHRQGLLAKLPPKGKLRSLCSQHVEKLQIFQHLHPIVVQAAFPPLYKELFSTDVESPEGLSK
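Drosophila Schneider cells stably carrying a metallothionein-driven Gal4 DBD–ROR gamma fusion and a UAS-Photinus luciferase reporter were exposed to compound for 1 hr, then induced with copper sulfate (700 uM final) for 20 hr at ambient temperature before luminescence reading.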
Rab9 promoter act – activators of Rab9 promoter; Huh7 Rab9 promoter-luciferase reporter, luminescence, 24 h; Potency, µM (series often up to 9.22 µM), for the others: top-dose activation, negative = inhibition, most hits filed as activators; 320,000 compounds, 2.8% hits; AID 485297; also: potency is read from the fitted curve at half-maximal effect; % of control where 0% means no effect; nearly all actives have a fitted effect of over 60% in size
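Cell-based reporter: Huh7 stable for Rab9 promoter-driven luciferase, plated in reduced-serum medium with 10% FBS at 1500 cells/well, compound-treated 24 h at 37 °C, luminescence read after 10 min reagent.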
An asterisk follows results filed as active; [ ] = another dose, or the depositor's remark. Unless noted, calls follow the shape of the dose curve; as a rule, active = well fitted curve in the direction sought with a large enough effect; inconclusive = small, poorly fitted or top-dose-only effect, or another doubt; inactive = no such curve, though single readings can be large; an effect the other way counts as inactive or inconclusive. Some of the compounds tested (hit frequency here may not be typical).

`COC(=O)C1(Cc2ccccc2)NC(c2ccc(F)cc2)C2C(=O)N(C)C(=O)C21` (configuration not stated) gave BRCA1 expr act -21.7%, PKM2 activator 0.9%, NPC1 prom act -4.5%, Giardia kill -3.0, ELG1 genotox 0.6%, VP16 counter -9.3%, FLuc modulator 4.4%, p53 reactivator -6.1%, Menin MLL FP TR 3.1%, RORgamma inh 3.0% and Rab9 promoter act 10.3%.
CCCCN(CCCC)S(=O)(=O)c1ccc(C(=O)Nc2nnc(CSC)o2)cc1 was read as BRCA1 expr act -94.9%, PKM2 activator -1.0%, NPC1 prom act 0.3%, Giardia kill 2.9, ELG1 genotox -9.5%, VP16 counter 0.891µM*, FLuc modulator 2.0%, p53 reactivator 11.9%, Menin MLL FP TR inconclusive, RORgamma inh 0.316µM* and Rab9 promoter act -11.1%.
Cc1cc(C)n(C(=O)CNC(=O)c2cccc(F)c2)n1 was read as BRCA1 expr act 3.0%, PKM2 activator -4.9%, NPC1 prom act -0.5%, Giardia kill -17.8, ELG1 genotox -1.5%, VP16 counter 24.1%, FLuc modulator -1.6%, p53 reactivator 7.5%, Menin MLL FP TR 2.8%, RORgamma inh -1.1% and Rab9 promoter act 2.7%.
Screening Cc1ccc(-n2ncc3c(=O)[nH]c(SC(C)C)nc32)cc1 returned BRCA1 expr act -7.6%, PKM2 activator -5.8%, NPC1 prom act -1.5%, Giardia kill -9.9, ELG1 genotox 4.3%, VP16 counter -2.3%, FLuc modulator -0.4%, p53 reactivator 5.2%, Menin MLL FP TR 1.6%, RORgamma inh -11.6% and Rab9 promoter act -0.9%.
`COc1ccc(CC(=O)NNC(=O)c2c(-c3ccccc3Cl)noc2C)cc1OC` gave BRCA1 expr act 1.3%, PKM2 activator -1.7%, NPC1 prom act -1.5%, Giardia kill -7.3, ELG1 genotox 0.1%, VP16 counter -13.4%, FLuc modulator -0.2%, p53 reactivator 4.3%, RORgamma inh 15.5% and Rab9 promoter act -2.7%.
`COc1ccc2nc(NC(=O)CSc3nc4cccnc4n3C)sc2c1` gave BRCA1 expr act 2.7%, PKM2 activator -5.8%, NPC1 prom act -4.0%, Giardia kill inconclusive, ELG1 genotox -3.9%, VP16 counter -9.1%, FLuc modulator -3.3%, p53 reactivator 1.4%, Menin MLL FP TR inconclusive, RORgamma inh -21.1% and Rab9 promoter act -0.9%.
`CCOC(=O)NC(C(F)(F)F)(C(F)(F)F)P(=O)(c1ccccc1)c1ccccc1` gave BRCA1 expr act 7.0%, PKM2 activator -10.3%, NPC1 prom act 7.3%, Giardia kill 1.8, ELG1 genotox 0.9%, VP16 counter -4.5%, FLuc modulator -1.1%, p53 reactivator 0.8%, Menin MLL FP TR 3.3%, RORgamma inh -19.5% and Rab9 promoter act 1.9%.
For COc1ccc(C2=CC(=O)C=CC2=O)cc1 the results were PKM2 activator -79.3%, NPC1 prom act -2.5%, ELG1 genotox -0.3%, VP16 counter inconclusive, FLuc modulator 8.49µM*, p53 reactivator -14.2%, Menin MLL FP TR inconclusive, RORgamma inh inconclusive and Rab9 promoter act -2.7%.
CC(C)C[C@H]1CN=C(Nc2ccccc2)N1CC1CCCC1 was read as BRCA1 expr act -11.5%, PKM2 activator 0.9%, NPC1 prom act -3.8%, Giardia kill -13.3, ELG1 genotox -6.9%, VP16 counter 0.4%, FLuc modulator -1.5%, p53 reactivator 19.0%, Menin MLL FP TR 1.8%, RORgamma inh -2.4% and Rab9 promoter act -2.7%.
CN1CCc2c(sc3c2c(=O)n(-c2ccc(Cl)cc2)c2nncn32)C1 was read as BRCA1 expr act 1.0%, PKM2 activator 0.4%, NPC1 prom act -5.2%, Giardia kill -6.5, ELG1 genotox 1.1%, VP16 counter -2.5%, FLuc modulator 0.5%, p53 reactivator 0.0%, Menin MLL FP TR 22.9%, RORgamma inh -5.2% and Rab9 promoter act -5.9%.
`CC1CCCC(NC(=O)c2ccncc2)C1C` (configuration not stated) gave BRCA1 expr act 20.3%, PKM2 activator -4.3%[11.5 µM], NPC1 prom act -2.3%, Giardia kill -27.1, ELG1 genotox -0.9%, VP16 counter -0.3%, FLuc modulator 5.7%, Menin MLL FP TR 0.1%, RORgamma inh -27.1% and Rab9 promoter act -5.2%.
For Cc1ccc(C(=O)N2CCn3c(C)ccc3C2C)cc1 (configuration not stated) the results were BRCA1 expr act -31.2%, PKM2 activator 9.9%, NPC1 prom act -1.4%, Giardia kill -11.1, ELG1 genotox 14.7%, VP16 counter 3.4%[10 µM], FLuc modulator -3.5%, p53 reactivator 0.7%, Menin MLL FP TR -20.7%, RORgamma inh -28.6% and Rab9 promoter act 6.6%.
`CCO[C@@H]1OC(C(=O)N2CCN(C)CC2)=C[C@H](C(C)(C)C)[C@H]1CCCO` gave BRCA1 expr act 6.6%, PKM2 activator 2.1%, NPC1 prom act 0.1%, Giardia kill -0.8, ELG1 genotox 5.5%, VP16 counter -7.4%, FLuc modulator 2.1%, p53 reactivator 1.8%, Menin MLL FP TR -17.0%, RORgamma inh -5.9% and Rab9 promoter act 2.6%.
`O=[N+]([O-])c1cc(S(=O)(=O)N2CCOCC2)ccc1OCc1cccc(Cl)c1` gave BRCA1 expr act -23.9%, NPC1 prom act -2.0%, Giardia kill 13.6, ELG1 genotox 5.4%, FLuc modulator 0.4%, p53 reactivator -1.7% and Rab9 promoter act -1.6%.
For O=C(NNS(=O)(=O)c1ccccc1[N+](=O)[O-])c1cccc([N+](=O)[O-])c1 the results were BRCA1 expr act -17.8%, PKM2 activator 3.2%, NPC1 prom act -6.2%, Giardia kill 13.3, ELG1 genotox 2.4%, VP16 counter 7.1%, FLuc modulator 3.3%, p53 reactivator 8.3%, Menin MLL FP TR -3.0%, RORgamma inh -2.1% and Rab9 promoter act 3.3%.
COc1ccc(C(=O)Oc2c(CN3CCOCC3)cc(Cl)c3cccnc23)cc1 was read as BRCA1 expr act -73.2%, PKM2 activator inconclusive, NPC1 prom act 1.0%, Giardia kill -12.5, ELG1 genotox -11.3%, VP16 counter 6.31µM*, FLuc modulator 1.0%, p53 reactivator 2.3%, Menin MLL FP TR 6.1%, RORgamma inh 6.31µM* and Rab9 promoter act 0.4%.
CC(=O)c1ccc(Cc2ccccc2)cc1 was read as BRCA1 expr act 13.5%, PKM2 activator -3.2%, NPC1 prom act -1.5%, Giardia kill -19.6, ELG1 genotox 2.9%, VP16 counter -16.9%, FLuc modulator -12.1%, p53 reactivator 1.3%, Menin MLL FP TR -0.8%, RORgamma inh 20.7% and Rab9 promoter act 4.3%.
CC1(C)NC(=O)N(CC(O)CN(c2ccccc2)S(=O)(=O)c2ccccc2[N+](=O)[O-])C1=O (configuration not stated) was read as BRCA1 expr act -8.5%, NPC1 prom act inconclusive, Giardia kill -17.7, ELG1 genotox 0.2%, VP16 counter 6.1%, FLuc modulator 6.0%, p53 reactivator -2.5%, Menin MLL FP TR 3.0%, RORgamma inh 35.0% and Rab9 promoter act -0.2%.
`CCOC(=O)CC1C(=O)NCCN1S(=O)(=O)c1ccc(F)cc1` (configuration not stated) gave BRCA1 expr act -0.1%, PKM2 activator 1.8%, NPC1 prom act -1.4%, Giardia kill -0.4, ELG1 genotox 1.6%, VP16 counter 8.9%, FLuc modulator 1.3%, p53 reactivator -1.6%, Menin MLL FP TR -5.3%, RORgamma inh -2.6% and Rab9 promoter act -0.2%.
COc1ccc(C(=O)Nc2c(N)nc(SCC(=O)Nc3ccc(NC(C)=O)cc3)[nH]c2=O)cc1 was read as BRCA1 expr act -2.9%, PKM2 activator -1.3%, NPC1 prom act 1.1%, Giardia kill -11.3, ELG1 genotox 7.0%, VP16 counter -5.3%, FLuc modulator -7.5%, p53 reactivator 5.0%, RORgamma inh -3.8% and Rab9 promoter act 14.0%.
For CCc1nc(N2CCN(C(=O)c3ccco3)CC2)c2c3c(sc2n1)CCCC3 the results were BRCA1 expr act -17.6%, PKM2 activator 0.9%, NPC1 prom act -1.1%, Giardia kill -13.6, ELG1 genotox -8.7%, VP16 counter -12.7%, FLuc modulator -2.0%, p53 reactivator -5.2%, Menin MLL FP TR -16.7%, RORgamma inh -12.3% and Rab9 promoter act -1.4%.

Screening results: PubChem BioAssay, National Center for Advancing Translational Sciences (NCATS)
